NSD2 HMT inh: blocks human histone methyltransferase NSD2; O96028; NSD2 peptide methylation, AlphaScreen, 120 min; inhibition, % at 12.5 µM; hit rate 0.54% among 310,000; in the data active = inhibition above about 50%
CDK5 inh: blocks human CDK5/p35 kinase activity; Recombinant CDK5/p35, ADP-Glo luminescence, 60 min; Q00535+Q15078; hit rate 0.01% among 330,000; inhibition, % at 10 µM;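 active = highest replicate inhibition of at least 50% and at least 75% of replicates reaching 50%; inconclusive = only one of the two criteria met; inactive = both criteria failed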;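 note: plate controls were DMSO neutral control for no effect and GW8510 at 10 µM for full effect; many of its hits are not listed in these tables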
LANA DNA inh: KSHV C-LANA DNA binding inhibition; MBP-C-LANA/FAM-LBS DNA binding, fluorescence polarization; inhibition, % at 9 µM; hit rate 0.078% among 340,000;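 active = highest replicate inhibition at or above 60% at 9 µM, even if other replicates fall short; inactive = all replicates below 60% inhibition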;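 note: 0% = neutral control wells and 100% = 4 µM acridine orange control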
PvdQ inh: P. aeruginosa PvdQ acylase inhibition; purified PvdQ acylase, fluorescence plate reader; inhibition, % at 10 µM; hit rate 0.063% among 340,000; AID 488965; in the data active = inhibition above about 30%, passing the limit was not always enough; inconclusive = no clear call, values can overlap the other calls;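 note: 0% = vehicle neutral wells and 100% = reference inhibitor wells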
RTF Ca sens inh: cardiac RTF calcium desensitization | inhibition, % at 7.15 µM | hit rate 0.12% among 340,000 | IANBD-labeled cardiac RTF, Ca2+ fluorescence;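 active = inhibition above the mean inhibition of all tested compounds plus 3 SD, cut at about 17% in these data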;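 note: assay run at fixed EC70 calcium of 1.6 mM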
dFosB activator: enhances mouse delta FosB homodimer DNA binding; P13346; purified delta FosB, TAMRA-CDK5 oligo fluorescence polarization; percent of positive-control signal above neutral wells; activation, % at 25 µM; hit rate 0.99% among 340,000; AID 493131;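 active = mean activation above about 17%, with every replicate also reaching it, limit read from the data, passing the limit was not always enough; inconclusive = only one of the two conditions met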;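 note: fluorescence polarization rise as delta FosB binds a TAMRA Cdk5 AP-1 oligo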
Rtt109 HAT inh: inhibitors of Candida albicans Rtt109/Vps75 histone acetyltransferase; AID 540336; purified Rtt109/Vps75, ThioGlo CoA-SH fluorescence, 4 h; inhibition, % at 34.9 µM; hit rate 0.16% among 330,000;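 active = inhibition of at least 50% in every replicate; inconclusive = best replicate reaches 50% inhibition but some replicates fall short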
Target sequence (Q5AAJ8 whole entry, looked up): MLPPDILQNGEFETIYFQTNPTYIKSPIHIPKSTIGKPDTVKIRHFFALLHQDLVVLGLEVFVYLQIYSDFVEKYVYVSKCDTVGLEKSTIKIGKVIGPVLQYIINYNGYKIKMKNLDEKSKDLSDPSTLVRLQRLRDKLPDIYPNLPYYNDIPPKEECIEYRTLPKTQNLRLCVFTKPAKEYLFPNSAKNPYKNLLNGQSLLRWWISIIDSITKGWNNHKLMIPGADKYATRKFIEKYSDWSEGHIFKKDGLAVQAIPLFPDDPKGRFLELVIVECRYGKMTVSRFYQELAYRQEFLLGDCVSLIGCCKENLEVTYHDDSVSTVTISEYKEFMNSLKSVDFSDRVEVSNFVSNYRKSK
Keap1-Nrf2 PPI: inhibitors of human Keap1-Nrf2 protein-protein interaction; Q14145; Keap1 Kelch-Nrf2 peptide fluorescence polarization, 1536-well; inhibition, % at 9.4 µM; hit rate 0.15% among 340,000; AID 504523; in the data active = inhibition above about 12%; inconclusive = no clear call, values can overlap the other calls; inactive = below about 7.3%;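 note: human Keap1 Kelch domain with fluorescein labeled Nrf2 9mer peptide probe; 0% = neutral control wells and 100% = peptide positive control; higher means more block of Keap1 binding to Nrf2 peptide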
Target sequence (Q14145 whole entry, looked up, the tested form may be a part): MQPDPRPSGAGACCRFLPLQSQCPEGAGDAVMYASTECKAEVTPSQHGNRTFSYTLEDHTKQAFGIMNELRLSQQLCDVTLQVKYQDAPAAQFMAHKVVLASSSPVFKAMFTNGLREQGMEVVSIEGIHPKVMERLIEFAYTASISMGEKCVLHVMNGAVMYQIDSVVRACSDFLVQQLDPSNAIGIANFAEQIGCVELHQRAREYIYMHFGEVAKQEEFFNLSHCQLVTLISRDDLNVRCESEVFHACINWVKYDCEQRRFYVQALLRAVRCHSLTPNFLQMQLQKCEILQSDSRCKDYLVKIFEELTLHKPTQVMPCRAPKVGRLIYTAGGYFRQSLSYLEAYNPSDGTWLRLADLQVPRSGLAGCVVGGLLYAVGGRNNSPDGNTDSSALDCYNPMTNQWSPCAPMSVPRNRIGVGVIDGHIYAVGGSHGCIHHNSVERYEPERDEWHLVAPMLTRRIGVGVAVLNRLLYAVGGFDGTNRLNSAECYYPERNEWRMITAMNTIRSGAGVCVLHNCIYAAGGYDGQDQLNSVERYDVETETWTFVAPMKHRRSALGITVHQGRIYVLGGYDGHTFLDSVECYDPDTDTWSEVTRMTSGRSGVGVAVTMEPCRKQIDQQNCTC
RTF Ca sens act: increases calcium sensitivity of human cardiac regulated thin filaments. IANBD-labeled TnC RTF fluorescence at EC20 calcium; 0% EC20 calcium, 100% full calcium. P19429+P45379. hit rate 0.24% among 340,000. activation, % at 7.2 µM;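 active = activation above the mean over all tested compounds plus 3 SD, cut at about 30% in these data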;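 note: rise in fluorescence read as greater calcium sensitivity of cardiac thin filaments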
Mot1-301 SUMO: blocks SUMOylation pathway, rescuing yeast Mot1-301 growth | S. cerevisiae Mot1-301 growth rescue, ATP luminescence, 38.5C; percent above DMSO median, 100 means doubled | growth rescue, % at 18.8 µM | hit rate 1% among 320,000;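 active = every valid replicate shows activation above 250% relative to neutral control wells; inactive = the rest, any valid replicate at or below 250%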;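 note: OY570 slx delta 5 strain wells were the positive control but not used for scaling; some compounds called inactive have numbers as strong as hits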
PfHsp90 set2: growth inhibition of yeast expressing Plasmodium Hsp90; S. cerevisiae expressing PfHsp90, BacTiter-Glo ATP, 48 h; yeast lacking PDR1 and PDR3 efflux regulators; inhibition, % at 9.4 µM; hit rate 0.32% among 310,000; AID 504621;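 active = every replicate shows inhibition above about 80%, whatever the replicate mean, limit read from the data; inconclusive = mean inhibition reaches the set limit but some replicate falls short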;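 note: 0% = DMSO neutral controls and 100% = 20 µM radicicol positive controls; yeast relying on Plasmodium falciparum Hsp90 in place of its own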
Starred values were filed as active, the others as inactive; ? = inconclusive; / = not tested or not shown.

canonical_smiles	NSD2 HMT inh	CDK5 inh	LANA DNA inh	PvdQ inh	RTF Ca sens inh	dFosB activator	Rtt109 HAT inh	Keap1-Nrf2 PPI	RTF Ca sens act	Mot1-301 SUMO	PfHsp90 set2
Cc1ccc(N2C(=O)N(CC(=O)Nc3cccc(Cl)c3)C(=O)C2C)cc1 (configuration not stated)	-2.2	-0.2	0.2	-9.1	6.2	-10.3	13.5	-2.7	7.3	-15.8	6.5
Cc1cc(C)n(-c2ccc(C(=O)C(C#N)c3nc4ccccc4n3C)cc2)n1 (configuration not stated)	-1.9	0.1	-1.4	8.9	4.4	-1.5	-21.5	1.0	-12.3	775.3*	9.0
CCOc1ccc(NC(=S)NCCCc2ccccc2)cc1	1.7	-0.4	-1.8	-0.1	-4.3	-6.7	2.9	1.8	-4.2	20.3	/
COc1ccc(S(=O)(=O)N2CCCC2)c(C)c1C	-4.4	-0.7	0.4	-3.2	-6.5	1.8	-3.7	-1.7	2.4	-18.3	19.4
O=CNC1c2ccccc2CCc2ccccc21	-2.7	0.2	-2.3	4.3	0.0	3.2	-14.4	0.6	-3.3	/	-10.5
COc1ccc(C)cc1NC(=O)n1ncc2cc(Cl)ccc21	14.8	0.7	0.2	-16.0	-2.9	-1.8	-4.7	-0.8	-1.3	4.3	-14.0
O=C(O)CCc1ccc(-c2ccc(Cl)cc2)n1CC(=O)O	5.3	-10.9	1.7	-6.6	-6.4	-0.1	3.2	-0.4	2.5	5.7	-6.2
COc1cc(C(=O)Nc2ccc3c(c2)OCCO3)ccc1OC(F)F	-4.8	0.6	-1.5	10.7	-2.6	-8.1	12.1	-3.8	-3.0	-0.1	-10.1
CSc1nc2ccsc2c(=O)n1-c1ccccn1	0.8	2.0	-1.6	-9.0	-8.2	-7.7	-1.5	-5.3	-1.0	-0.2	-23.7
CCN(c1cccc(C)c1)S(=O)(=O)c1ccc(-n2cccn2)cc1	-4.2	/	0.6	-9.2	1.6	-9.8	1.7	-4.4	7.7	-10.5	-7.4
COc1ccc(/C(O)=C/c2nc3ccccc3n(-c3ccccc3)c2=O)cc1	-5.8	0.1	23.3	-6.1	-7.7	-5.8	-35.6	-12.3	13.8	-4.1	14.3
O=C(NC1CC1)c1ccc(CSCc2cccc(F)c2)o1	/	-0.4	0.4	-0.6	-14.3	1.2	0.0	-2.6	1.5	0.2	-9.4

The listing continues:
canonical_smiles	NSD2 HMT inh	CDK5 inh	LANA DNA inh	PvdQ inh	RTF Ca sens inh	dFosB activator	Rtt109 HAT inh	Keap1-Nrf2 PPI	RTF Ca sens act	Mot1-301 SUMO	PfHsp90 set2
CCC(CC)C(=O)Nc1cccc(/C(C)=N\NC(=O)c2ccc(C)s2)c1	-58.0	0.1	0.4	0.1	-8.1	-5.7	2.0	4.1	-0.8	-4.4	-10.2
COCCN1CCn2c(nc3cc(NC(=O)c4cccs4)ccc32)C1	-1.8	5.3	-0.7	10.2	0.4	2.7	3.0	-0.6	-2.3	1.7	-1.8
CCOc1ccccc1Oc1cn[nH]c1-c1ccc(O)cc1O	/	-1.4	-2.7	-17.8	-13.7	-10.6	/	4.1	0.6	-18.4	-8.2
N#CC1(NC(=O)COC(=O)c2ccc(Cl)nc2)CCCCC1	1.1	-0.8	-0.9	-2.3	-1.5	-4.6	1.3	-2.2	-0.3	22.7	-40.4
O=[N+]([O-])c1cccc(-c2noc(-c3ccco3)n2)c1	-4.1	0.8	10.2	1.3	-4.2	-1.4	4.5	-3.1	6.5	7.6	-2.2
CCCc1cc(=O)oc2cc(C)cc(OCC(=O)NCc3cccnc3)c12	-2.7	1.1	-0.9	-6.8	-4.7	-13.1	-5.9	0.8	1.2	-4.2	5.3
Cc1ccc(-n2ccnc2SCC(=O)c2c(N)n(C3CC3)c(=O)[nH]c2=O)cc1C	3.2	-0.6	-1.4	-4.4	-4.5	-11.6	0.9	-3.2	-0.7	11.2	3.4
C=CCn1c(N)c(C(=O)NCc2ccco2)sc1=S	3.7	1.2	0.5	-12.0	-3.5	-3.8	1.5	-0.4	6.7	10.7	25.6
CCOC(=O)c1c(NC(=O)c2cc3n(n2)C(C(F)(F)F)CC(c2ccccc2)N3)sc(C)c1C (configuration not stated)	-1.3	2.7	-0.8	9.2	-10.9	-4.0	-2.5	4.1	-4.8	55.4	10.2
Cc1ccc2c(c1)C1(C(=O)N2C)N2CC3(C)CN1CC(C)(C2)C3=O (configuration not stated)	-0.8	-0.5	-2.2	11.8	-11.4	-9.7	11.0	-0.3	1.8	2.9	3.3
Cc1nn(Cc2c(Cl)cccc2Cl)c(C)c1NC(=O)Cn1nc([N+](=O)[O-])c(Cl)c1C	-1.0	1.4	-0.5	-6.3	6.1	-4.8	0.5	0.8	1.0	16.3	11.5
Cc1cc(C(=O)COC(=O)Cc2n[nH]c(=O)c3ccccc23)c(C)n1-c1cccc(C(F)(F)F)c1	-0.9	-0.9	-0.2	-13.5	-11.7	1.4	17.9	-1.8	-1.4	-9.3	-4.6

(cont.)
canonical_smiles	NSD2 HMT inh	CDK5 inh	LANA DNA inh	PvdQ inh	RTF Ca sens inh	dFosB activator	Rtt109 HAT inh	Keap1-Nrf2 PPI	RTF Ca sens act	Mot1-301 SUMO	PfHsp90 set2
COc1ccccc1C(=O)CN1C(=O)NC2(CCCCCC2)C1=O	0.0	-2.6	-0.1	-12.7	-9.4	-9.6	-12.2	-1.2	7.6	0.8	-1.5
COc1ccc(CNCC(O)COCc2cccs2)cc1 (configuration not stated)	0.2	-0.3	-2.2	-13.9	-3.8	-1.2	0.4	-4.9	-0.8	-14.6	-7.7
O=C(CSCc1ccccc1)Nc1ccc(F)cc1F	0.9	1.5	2.5	-6.1	-6.3	-2.7	-0.6	0.9	2.6	47.4	-9.0
COc1cc(-n2c(-c3ccccc3)n[nH]c2=S)c(OC)cc1Cl	0.6	5.4	-1.7	-3.2	2.6	0.8	11.3	-1.6	0.9	-28.9	22.0
Nc1nonc1-n1nnc(C(=O)N/N=C/c2ccc(OCc3ccccc3)cc2)c1COc1ccc(F)cc1	-6.3	0.7	-0.1	-15.8	-5.1	-0.2	-9.6	-4.3	9.2	18.7	-12.2
Cc1ccc(C(=O)CN(C(=O)c2ccc(Cl)c(Cl)c2)N2C(=O)C3CCCCC3C2=O)cc1 (configuration not stated)	-1.0	-1.1	-1.4	-10.0	-6.5	-9.5	4.6	-1.6	4.3	4.5	/
COc1ccc(-c2cc(=O)c3c(OC)c(OC)c(OC)c(OC)c3o2)cc1	/	-2.7	0.9	-2.2	-0.1	-5.0	9.1	-0.1	6.5	/	-8.5
CCc1nnc(NC(=O)c2ccc(COc3ccccc3)o2)s1	95.7*	-0.3	-0.4	-4.3	-10.0	0.7	-1.7	3.5	1.6	1.6	/
COC(=O)c1sccc1NC(=O)c1csc2c1CCCC2	-1.2	-0.6	1.1	-5.6	0.2	-3.7	-19.8	2.6	-3.0	-15.6	-9.4
O=C(Nc1ccc(-c2nnc(-c3ccccc3)o2)cc1)c1ccc(Br)o1	1.0	0.4	-0.1	-1.0	1.7	2.5	2.0	-0.5	2.3	/	26.3
CC(=O)Nc1ccc2nc3c(=O)n(C)c(=O)n(C)c3nc2c1	7.0	1.7	14.9	-9.1	-29.0	-27.4	-1.1	4.7	18.6	-22.8	1.1
COc1cccc(/C=N/NC(=S)NC2CC3CCC2C3)c1OC (configuration not stated)	/	-0.4	-0.1	-9.6	-3.2	2.1	1.2	-2.4	-3.8	1.9	-9.5

Other records follow:
canonical_smiles	NSD2 HMT inh	CDK5 inh	LANA DNA inh	PvdQ inh	RTF Ca sens inh	dFosB activator	Rtt109 HAT inh	Keap1-Nrf2 PPI	RTF Ca sens act	Mot1-301 SUMO	PfHsp90 set2
COc1ccc(N(CC(=O)NC(C)(C)C)S(=O)(=O)c2ccccc2)cc1OC	-0.1	1.8	-0.5	-2.2	9.0	5.2	2.5	1.8	0.4	53.0	/
Cc1ccccc1CC1(CO)CCCN(C(=O)CCC(F)(F)F)C1 (configuration not stated)	0.7	0.6	7.2	-5.3	-4.1	1.2	5.5	1.7	-8.6	8.4	-5.6
CC(=O)c1sc(NC(=O)C2CCN(C(=O)c3ccc(F)cc3)CC2)nc1-c1ccccc1	-0.5	1.2	0.5	-13.1	8.2	-36.7	26.8	-0.4	-10.1	/	0.5
Nc1c(-c2ccccc2)cnc2cc(-c3ccccc3)nn12	-0.3	-2.4	-2.0	-9.0	-11.0	3.3	1.7	-6.9	6.1	/	14.6
CC1=Nc2ccccc2N=C(NC(=O)c2ccccc2)C1c1ccccc1 (configuration not stated)	10.7	-1.1	1.2	-8.0	-0.4	-0.4	2.9	-2.9	-0.1	9.7	-24.8
COC(=O)[C@]1(C)N[C@H](CN(C)S(=O)(=O)c2ccc(C)cc2)[C@@H]2C(=O)N(C)C(=O)[C@@H]21	/	1.7	0.5	-14.9	-13.5	1.8	-5.9	-2.0	-1.8	/	5.2
CCOC(=O)C1CCCN(S(=O)(=O)c2c(C(=O)N3CCCCC3)c(C)n(C)c2C)C1 (configuration not stated)	-3.2	-0.1	-0.6	-6.8	3.1	3.7	2.0	1.5	-2.0	9.1	20.3
C=CCn1cccc(C(=O)Nc2cc(OC)cc(OC)c2)c1=O	-2.4	0.3	0.2	9.3	-4.1	-22.1	-2.7	-4.1	-2.5	0.9	-11.7
CC1(C)Cc2c(ccc3ccccc23)C(=O)N1	-6.3	32.4	-2.6	-9.7	-0.2	7.1	-7.7	-3.6	9.2	30.4	?
CC(Sc1nc(-c2ccccc2)cc(C(F)(F)F)n1)C(=O)O (configuration not stated)	-2.2	0.7	-0.7	7.4	/	-6.8	17.8	-5.0	/	-0.6	-6.1

Screens as filed in PubChem.
